Anesthetic bind: candidate novel general anesthetic via apoferritin binding; P02791; apoferritin/1-aminoanthracene competitive binding, fluorescence; Potency, µM (titrated, usually from 77.5 µM), for the others: at the top dose activity change, negative = displacement, hits mostly inhibitors; actives 0.074% (n = 350,000); AID 485281; note: % is set by controls: 0 for no effect and ±100 for the full control effect; nearly all actives have a fitted effect of over 20% in size
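Probe: 1-aminoanthracene (50% saturated, PBS). Protein: horse-spleen apoferritin, 10 uM. Incubation: 10 min, room temperature. Detection: 380 nm excitation, 535 nm emission. Analysis: normalized response, four-parameter Hill.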
Pol beta inh: inhibitors of human DNA polymerase beta; P06746; Pol beta primer extension/strand displacement, fluorescence kinetic; Potency, µM (titrated, usually from 114 µM), for the others: at the highest dose activity change, negative = inhibition, most hits filed as inhibitors; actives 1.3% (n = 340,000); AID 485314; note: % is set by controls: 0 for no effect and ±100 for the full control effect
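Reaction started by 50 nM substrate onto compound-treated Pol beta (10 nM, 15 min preincubation, room temperature); plates read at 0 min and 10 min. Normalized concentration-effect data fitted by four-parameter Hill equation.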
POLI inh: DNA polymerase iota (human) inhibition; Q9UNA4; Pol iota fluorescent replication assay, 10 min; Potency, µM (doses to about 115 µM), without a hit: at the highest dose activity, negative = inhibition, hits mostly inhibitors; actives 1% (n = 390,000); AID 588590
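Pol iota at 10 nM preincubated 15 min with compounds at room temperature; reaction started with fluorescent substrate, 50 nM final. Fluorescence read kinetically at 0 and 10 min; buffer-only wells as negative control.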
APE1 inh: blocks human APE1 abasic DNA cleavage | P27695 | recombinant APE1, TAMRA/BHQ-2 abasic DNA cleavage fluorescence | Potency, µM (series often up to 65.8 µM), without a hit: at the top dose activity change, negative = inhibition, most hits filed as inhibitors | actives 0.35% (n = 350,000);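 note: plate controls were vehicle for no effect and reference inhibitor for full effect; nearly all actives have a fitted effect of over 55% in size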
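Quantitative HTS: incision of a TAMRA/BHQ-2 double-stranded substrate bearing a tetrahydrofuran abasic site by 0.75 nM APE1 raises fluorescence. Substrate 50 nM final, added after 15 min compound preincubation at room temperature; progress as third-minus-first kinetic read difference.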
BAZ2B inh: BAZ2B (human) inhibition; Q9UIF8; AlphaScreen BAZ2B-H3K14Ac peptide displacement; Potency, µM (series often up to 114 µM), for the others: at the highest dose activity change, negative = inhibition, most hits filed as inhibitors; actives 4.4% (n = 360,000); AID 504333; note: % is set by controls: 0 for no effect and ±100 for the full control effect; nearly all actives have a fitted effect of over 60% in size
Target sequence (Q9UIF8 whole entry, looked up): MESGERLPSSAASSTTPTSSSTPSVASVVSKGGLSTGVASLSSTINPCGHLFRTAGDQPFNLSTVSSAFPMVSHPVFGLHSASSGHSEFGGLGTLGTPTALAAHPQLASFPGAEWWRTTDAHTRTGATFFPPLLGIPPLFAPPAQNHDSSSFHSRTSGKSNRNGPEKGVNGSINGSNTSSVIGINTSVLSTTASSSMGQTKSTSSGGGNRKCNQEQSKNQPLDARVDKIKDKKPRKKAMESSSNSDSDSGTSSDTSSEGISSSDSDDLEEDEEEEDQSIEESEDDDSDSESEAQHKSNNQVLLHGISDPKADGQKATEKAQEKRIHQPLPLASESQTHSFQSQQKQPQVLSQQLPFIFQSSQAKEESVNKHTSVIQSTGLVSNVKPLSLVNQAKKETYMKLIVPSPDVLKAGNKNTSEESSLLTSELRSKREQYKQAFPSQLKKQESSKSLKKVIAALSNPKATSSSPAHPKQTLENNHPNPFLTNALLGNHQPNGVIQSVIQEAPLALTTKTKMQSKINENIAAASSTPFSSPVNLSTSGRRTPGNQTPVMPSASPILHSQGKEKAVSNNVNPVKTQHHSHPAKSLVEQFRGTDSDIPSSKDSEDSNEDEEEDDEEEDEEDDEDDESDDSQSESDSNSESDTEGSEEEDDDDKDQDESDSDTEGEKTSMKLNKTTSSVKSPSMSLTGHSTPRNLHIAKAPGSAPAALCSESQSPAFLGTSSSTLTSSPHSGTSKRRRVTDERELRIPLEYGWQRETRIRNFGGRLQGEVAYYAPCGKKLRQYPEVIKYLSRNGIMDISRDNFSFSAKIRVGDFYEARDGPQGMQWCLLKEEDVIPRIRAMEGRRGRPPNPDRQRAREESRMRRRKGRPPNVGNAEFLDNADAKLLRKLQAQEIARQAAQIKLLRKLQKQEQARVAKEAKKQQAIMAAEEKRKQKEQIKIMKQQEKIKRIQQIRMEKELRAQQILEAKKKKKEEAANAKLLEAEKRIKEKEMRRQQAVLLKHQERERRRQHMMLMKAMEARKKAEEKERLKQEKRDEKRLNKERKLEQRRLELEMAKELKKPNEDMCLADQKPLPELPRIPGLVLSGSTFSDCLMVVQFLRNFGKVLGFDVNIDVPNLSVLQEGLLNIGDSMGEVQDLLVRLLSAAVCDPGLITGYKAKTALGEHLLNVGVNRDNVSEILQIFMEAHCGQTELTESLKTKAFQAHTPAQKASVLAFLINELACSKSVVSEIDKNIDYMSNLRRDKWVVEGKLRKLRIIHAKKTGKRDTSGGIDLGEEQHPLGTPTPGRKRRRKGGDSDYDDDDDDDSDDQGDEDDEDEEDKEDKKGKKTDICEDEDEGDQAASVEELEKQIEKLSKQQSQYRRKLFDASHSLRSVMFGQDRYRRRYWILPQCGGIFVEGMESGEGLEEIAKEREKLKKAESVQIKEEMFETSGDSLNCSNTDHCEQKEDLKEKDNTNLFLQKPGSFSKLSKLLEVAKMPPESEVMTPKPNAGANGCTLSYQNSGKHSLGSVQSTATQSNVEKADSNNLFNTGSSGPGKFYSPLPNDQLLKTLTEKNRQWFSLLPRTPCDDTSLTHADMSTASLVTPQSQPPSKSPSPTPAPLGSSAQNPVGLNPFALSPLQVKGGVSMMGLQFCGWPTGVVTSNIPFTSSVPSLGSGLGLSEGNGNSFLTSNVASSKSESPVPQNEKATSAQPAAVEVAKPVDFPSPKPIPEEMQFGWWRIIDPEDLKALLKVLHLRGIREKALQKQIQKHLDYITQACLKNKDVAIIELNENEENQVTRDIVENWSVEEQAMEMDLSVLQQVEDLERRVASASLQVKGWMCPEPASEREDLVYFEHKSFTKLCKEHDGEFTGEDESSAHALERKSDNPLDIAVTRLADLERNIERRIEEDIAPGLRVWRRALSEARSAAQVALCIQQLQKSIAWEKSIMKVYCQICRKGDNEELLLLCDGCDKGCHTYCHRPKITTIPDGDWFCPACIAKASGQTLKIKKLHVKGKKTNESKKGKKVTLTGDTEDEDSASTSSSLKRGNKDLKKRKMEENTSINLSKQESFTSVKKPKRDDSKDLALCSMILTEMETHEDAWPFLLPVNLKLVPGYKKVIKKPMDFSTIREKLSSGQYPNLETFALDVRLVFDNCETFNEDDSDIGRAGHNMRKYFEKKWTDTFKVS
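AlphaScreen luminescence quantifies BAZ2B engagement of H3K14Ac peptide; the protein and biotinylated peptide are both at 50 nM final, buffer PBS pH 7.4 with 0.01% Tween-20, all steps at room temperature.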
BLM helicase inh: blocks DNA unwinding by human BLM helicase. recombinant BLM DNA unwinding, fluorescence dequenching. Potency, µM (doses to about 56.1 µM), for inactives: at the top dose activity change, negative = inhibition, usual class: inhibitors. actives 0.2% (n = 350,000);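 note: plate controls were vehicle for no effect and no enzyme for full effect; nearly all actives have a fitted effect of over 35% in size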
POLH inh: inhibitors of human DNA polymerase eta; Q9Y253; Potency, µM (highest dose often 114 µM), for the others: top-dose activity change, negative = inhibition, usual class: inhibitors; actives 1.2% (n = 390,000); recombinant Pol eta, fluorescent DNA replication assay; note: % is set by controls: 0 for no effect and ±100 for the full control effect
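Pol eta at 10 nM preincubated with compounds 15 min at room temperature; reaction started with fluorescent substrate (50 nM final) and read kinetically at 0 and 10 min.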
G9a block: blocks human histone lysine methyltransferase G9a; Q96KQ7; AID 504332; actives 8.8% (n = 350,000); G9a H3K9 monomethylation, AlphaScreen, 2 h; Potency, µM (highest dose often 102 µM), for inactives: top-dose activity, negative = inhibition, hits mostly inhibitors; note: % is set by controls: 0 for no effect and ±100 for the full control effect; nearly all actives have a fitted effect of over 75% in size
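Chemiluminescent proximity detection of H3K9 monomethylation, read after 10 min bead incubation in the dark. Reaction: 20 nM G9a, 500 nM biotin-H3K9 peptide, 20 uM SAM cofactor, 2 h, room temperature, following 15 min enzyme-compound preincubation.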
Pol kappa inh: DNA polymerase kappa (human) inhibition; purified Pol kappa, fluorescent DNA synthesis assay, 10 min; Potency, µM (highest dose often 107 µM), inactives show top-dose activity, negative = inhibition, hits mostly inhibitors; actives 0.53% (n = 400,000); Q9UBT6; note: % is set by controls: 0 for no effect and ±100 for the full control effect
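10 nM Pol kappa was preincubated with compounds for 15 min at room temperature. Reaction started with 50 nM (final) substrate. Fluorescence read kinetically at 0 and 10 min.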
* marks the source's active call; other numbers are inactive results; ? = inconclusive; . = not tested or not shown; & = joins results of further samples; [ ] = remark or other dose. Calls come from the whole dose curve; as a rule, active = well fitted curve in the direction sought with a large enough effect; inconclusive = small, poorly fitted or top-dose-only effect, or another doubt; inactive = no such curve, though single readings can be large; an effect the other way counts as inactive or inconclusive. Potency is the fitted concentration of half-maximal effect. A portion of the library, so the mix of outcomes need not match the whole.

SMILES	Anesthetic bind	Pol beta inh	POLI inh	APE1 inh	BAZ2B inh	BLM helicase inh	POLH inh	G9a block	Pol kappa inh
O=C(CCN1C(=O)C2C3C=CC(C3)C2C1=O)Oc1ccc2ccccc2c1 (stereo unspecified)	?	-8%	7%	-1%	1%	-3%	3%	?	5%[60.1 µM]
CN(Cc1ccc(Cl)s1)C(=O)CCl	-8%	55%	17%	12%	-3%	-2%	3%	?	-7%
COc1cccc(NC(=O)[C@H](NC(=O)[C@@H]2Cc3ccccc3CN2)c2ccccc2)c1	-19%	34%	44%[activator]	1%	?	-8%	-19%	?	-8%
Cc1cccn2c(=O)c3cc(C(=O)NCC(C)C)sc3nc12	4%&37%	34%&4%	161%&7%[activator]	16%	10%&3%	0%&-10%	-15%&-12%	-2%	-4%&-21%
COC(=O)c1ccc(Oc2nc3c(c(=O)n(C)c(=O)n3C)n2CCC(C)C)cc1	4%	-6%	11%	0%	4%	0%	-17%	-29%[12.7 µM]	-2%
O=[N+]([O-])c1ccc2oc(C3CCCCC3)nc2c1	-24%	8%	60%[activator]	4%	1%	-3%	-22%	0%	-5%
Cc1csc(NC(=O)C2CCN(C(=O)c3ccccc3C)CC2)n1	-5%	-1%	-13%	-1%	-23%	-1%	0%	-5%[59 µM]	13%
CC(=O)Nc1ccc(NS(=O)(=O)c2ccc(C)cc2)cc1[N+](=O)[O-]	-9%	?	68%[activator]	-1%	-18%	1%	-19%	4%	2%
COCCn1c(=NC(=O)c2ccco2)sc2cc(C(=O)OC)ccc21	-2%	-8%	2%	2%	-19%	-3%	-16%	22%[59 µM]	0%
CC1CC(NC(=O)C2(C)CC2(Cl)Cl)CC(C)(C)C1 (stereo unspecified)	-16%	5%	?	2%	-4%	0%	-15%	-13%	-3%
COc1ccc(C2c3ccc(O)cc3Oc3ncn4nc(-c5cccnc5)nc4c32)cc1OC (stereo unspecified)	-14%	-2%	51%[activator]	-5%	0%	-1%	1%	12%	4%
CCO[C@H]1OC(C(=O)N2CCOCC2)=C[C@@H](c2ccc3c(c2)OCO3)[C@@H]1CCCO	-1%	4%	-29%	2%	0%	-4%	-8%	14%[59 µM]	3%
CCOC(=O)C(=O)Nc1nnc(COc2ccccc2)s1	-15%	17%	-4%	6%	-3%	-3%	-10%	-27%	7%
N/C(=N\OC(=O)COc1ccc(Br)cc1)c1cccnc1	-5%	7%	6%	3%	4%	-1%	-9%	?	-8%
CC1=CCC2C(=O)N(c3ccc(C)cc3)C(=O)C2C1 (stereo unspecified)	?	2%	-1%	-3%	12%	-2%	-6%	-8%[12.7 µM]	-7%
COc1ccc(/C=N/n2c(C)nc3sc(C)c(C)c3c2=O)cc1OC	-3%	4%	4%	1%	-14%	-1%	2%	0%[12.7 µM]	6%
O=C(C[C@@H]1C/C=C\CC[C@H](Cc2ccc(F)cc2)C(=O)OC[C@@H]2CCCN2C1=O)N[C@H](CO)Cc1ccccc1	.	.	10%	-9%	.	.	-16%	.	-12%
CN=C1SC(CC(=O)Nc2ccc(F)cc2F)C(=O)N1/N=C/c1ccc(OC(F)F)c(OC)c1 (stereo unspecified)	-4%	2%	65%[activator]	7%	5%	-5%	-19%	-1%[59 µM]	-3%
CC(C)CNC(=O)C(=O)NN=C1CCCCCC1	-2%	?	-37%	11%	4%	4%	-7%	14%	-7%
COCC(=O)N1CCC[C@@]2(CCN(Cc3ccc(C#N)cc3)C2)C1	.	.	.	4%	.	0%	.	-11%[12.7 µM]	0%[60.1 µM]
COc1ccc(NC(=O)CSCC(=O)Nc2ccccc2N2CCCC2)cc1	.	.	28%	3%	-11%	.	-1%	13%[0.501 µM]	-23%
CCc1cc(C(=O)Nc2nc(-c3ccccn3)cs2)sc1C	.	.	64%[activator]	10%	71µM*	.	-13%	-8%[12.7 µM]	1%
Cc1c(C)n(C)c2ccc(C(=O)NCc3cccc(F)c3)cc12	-6%	-9%	6%	.	?	-6%	-3%	?	-13%
Cc1ccc(CNC(=O)c2ccc(N3CCC4(CC3)CC(c3cccc(Br)c3)=NO4)c([N+](=O)[O-])c2)cc1	.	.	4%	7%	-21%	.	-13%	7%[2.33 µM]	-14%
COc1ccc(CCNC(=O)c2ccc(Cl)cc2)cc1OC	-1%	1%	99%[activator]	-6%	-21%	-5%	5%	17%[59 µM]	-7%
SMILES	Anesthetic bind	Pol beta inh	POLI inh	APE1 inh	BAZ2B inh	BLM helicase inh	POLH inh	G9a block	Pol kappa inh
N/C(Cc1ccc([N+](=O)[O-])cc1)=N\OC(=O)c1ccccc1F	-14%	-18%	106%[activator]	2%	-5%	-3%	-19%	?	-7%
O=S(=O)(c1c(Cl)cc(Br)cc1Cl)N1CCN(C(=S)NC2CC2)CC1	.	.	-21%	1%	.	.	0%	.	-6%
CCOc1ccccc1NC(=O)c1ccc(S(=O)(=O)N(C)C)cc1	?	-20%	3%	?	7%	-2%	6%	-26%[59 µM]	-14%
Cc1ccc(/C=C2\SC(=S)N(C3CCS(=O)(=O)C3)C2=O)o1 (stereo unspecified)	-14%	32µM*	?	4%	40µM*	-6%	25µM*	.	?
COc1ccc(NC(=O)CC2Nc3ccccc3NC2=O)cc1 (stereo unspecified)	-8%	1%	38%	.	-1%	0%	-20%	-4%[59 µM]	3%
CCC1Nc2ncnc(N3CCN(c4ccccc4)CC3)c2N(Cc2ccccc2)C1=O (stereo unspecified)	.	.	?	-15%	.	.	-16%	.	-8%
CCCCCCCn1c(C)nnc1-c1cnn(C)c1N	2%	0%	31%[activator]	-2%	?	-2%	-19%	-2%	-9%
O=C(O)CC(NC(=O)C12CC3CC(CC(C3)C1)C2)c1ccc2c(c1)OCO2 (stereo unspecified)	1%	-1%	56%[activator]	-12%	7%	-2%	-14%	?	3%
CCOc1ccc(C(=O)Nc2ccc3oc(-c4ccc(C)cc4C)nc3c2)cc1Br	-3%	-6%	-10%	.	-1%	-2%	3%	5%[59 µM]	-9%
O=C1Nc2ccc(Br)cc2C1=C1CCCCC1	-21%	6%	179%[activator]	-3%	-36%	-4%	-21%	22%[0.501 µM]	-3%
Cc1cc(C)cc(-n2c(C)cc(/C=N\NC(=O)COc3cccc4cccnc34)c2C)c1	-23%	?	9%	-4%	?	-5%	-8%	45µM*	-6%
CCCCc1ccc(NC(=O)CSC2=C(C#N)C(c3ccco3)C3=C(CCCC3=O)N2)cc1 (stereo unspecified)	?	1%	?	2%	?	1%	-13%	-9%[12.7 µM]	-20%
OCC1(Cc2cccc(Cl)c2)CCCN(Cc2cnn(-c3ccccc3)c2)C1 (stereo unspecified)	-14%	17%	-1%	7%	-10%	1%	-12%	.	-9%
O=C(OCc1ccc([N+](=O)[O-])cc1)c1cc(=O)c2ccccc2o1	-1%	19%	3%	7%	-1%	1%	14%	50µM*	-5%
CCc1nnc(NS(=O)(=O)c2ccc(NCc3cc(Cl)ccc3O)cc2)s1	1%	-2%	?	-13%	?	-11%	-11%	?	2%
CCOC(=O)C1(C)NC(c2cccc(C)c2)C2C(=O)N(c3ccccc3)C(=O)C21 (stereo unspecified)	-5%	3%	?	33%	-19%	-2%	-7%	41%	-1%
O=C(Nc1cccc(C(F)(F)F)c1)C1CCCN(S(=O)(=O)c2cnc[nH]2)C1 (stereo unspecified)	-15%	2%	-1%	-1%	5%	3%	-5%	-35%	-9%
CCCCC(=O)Nc1ccc(C(N)=O)cc1	-12%	28%	15%	0%	6%	0%	7%	10%	4%
CCNc1ncc2nc(-c3cccs3)c(=O)n(C[C@H]3CCCO3)c2n1	.	.	.	1%	.	-1%	.	17%[0.501 µM]	0%[60.1 µM]
Cc1ccc(C(=O)NCCN2CCOCC2)cc1	-2%	12%	-10%	9%	-1%	7%	-5%	19%[59 µM]	-7%
O=c1oc2c(CN3CCN(CCO)CC3)c(O)ccc2cc1-c1ccccn1	.	8%	-27%	23%	-7%	3%	-12%	12%[59 µM]	-1%
CN(CC(=O)Nc1cccc(F)c1)C(=O)c1sc2ccccc2c1Cl	.	.	-9%	28%	-24%	.	-20%	-8%[12.7 µM]	-25%
Cc1cc(C)nc(NC2=NCCN2C(=S)Nc2c(C)cccc2C)n1	-10%	19%	21%	25%	-14%	3%	-11%	-29%	15%
C=CCn1c(SCc2c(C(=O)OC)sc(N)c2C(=O)OC)nnc1-c1ccc(Br)cc1	-24%	2%	-12%	4%	-33%	-1%	-10%	?	-17%
COc1ccc(Br)cc1CNC(=O)C1CCN(C(=O)N(C)C)CC1	-5%	18%	79%[activator]	12%	-4%	-2%	2%	17%[59 µM]	-4%
CC1CCCCN1C(=O)Cn1c(=O)oc2ccccc21 (stereo unspecified)	-21%	0%	9%	2%	22%	-1%	10%	-10%[59 µM]	-19%
Cc1cc(-c2n[nH]c(=S)n2/N=C/c2cccc(O)c2)n[nH]1	1%	7%	15%	-3%	-20%	-3%	3%	2.2µM*	-17%
CCOC(=O)c1sc2cccc(F)c2c1S(=O)(=O)N1CCN(c2cccc(Cl)c2)CC1	0%	2%	4%	.	?	-6%	-19%	8.9µM*	-1%
CCc1ccc(OCCCn2c(-c3ccc(Cl)cc3)nc3ccccc3c2=O)cc1	-1%	32%	?	.	18%	-7%	-13%	-42%[59 µM]	?

As a working copy, four of the compounds above:
SMILES	Anesthetic bind	Pol beta inh	POLI inh	APE1 inh	BAZ2B inh	BLM helicase inh	POLH inh	G9a block	Pol kappa inh
O=C(CCN1C(=O)C2C3C=CC(C3)C2C1=O)Oc1ccc2ccccc2c1 (stereo unspecified)	?	-8%	7%	-1%	1%	-3%	3%	?	5%[60.1 µM]
CN(Cc1ccc(Cl)s1)C(=O)CCl	-8%	55%	17%	12%	-3%	-2%	3%	?	-7%
COc1cccc(NC(=O)[C@H](NC(=O)[C@@H]2Cc3ccccc3CN2)c2ccccc2)c1	-19%	34%	44%[activator]	1%	?	-8%	-19%	?	-8%
Cc1cccn2c(=O)c3cc(C(=O)NCC(C)C)sc3nc12	4%&37%	34%&4%	161%&7%[activator]	16%	10%&3%	0%&-10%	-15%&-12%	-2%	-4%&-21%

Bioassay records: PubChem BioAssay, National Center for Advancing Translational Sciences (NCATS)
